Screens as filed in PubChem.
SIAE inh: blocks human sialic acid acetylesterase | Q9HAT2 | SIAE FP-Rh probe binding, fluorescence polarization | inhibition, % at 9.66 µM | 370,000 tested, 0.69% active | AID 1053197;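 active = inhibition above a cutoff: mean of compounds within the control limits plus 3 SD of those, cut at about 17% in these data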;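 also: 0% = plate median of compound wells and 100% = probe without SIAE protein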
DDE Tn7 FP inh: DD(E)-Tn7 binding inhibition, primary FP screen | FP displacement of FITC-Tn7 peptide from fibrin DD(E); 0% = median of compound wells per plate | inhibition, % at 8.3 µM | AID 720508 | 370,000 tested, 0.13% active | P02675;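 active = inhibition above the mean of compounds falling within the control limits plus 3 SD of them, cut at about 14% in these data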;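 also: 0% = plate median of compound wells and 100% = 10 µM Aha-Tn7 peptide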
Target sequence (P02675 whole entry, looked up): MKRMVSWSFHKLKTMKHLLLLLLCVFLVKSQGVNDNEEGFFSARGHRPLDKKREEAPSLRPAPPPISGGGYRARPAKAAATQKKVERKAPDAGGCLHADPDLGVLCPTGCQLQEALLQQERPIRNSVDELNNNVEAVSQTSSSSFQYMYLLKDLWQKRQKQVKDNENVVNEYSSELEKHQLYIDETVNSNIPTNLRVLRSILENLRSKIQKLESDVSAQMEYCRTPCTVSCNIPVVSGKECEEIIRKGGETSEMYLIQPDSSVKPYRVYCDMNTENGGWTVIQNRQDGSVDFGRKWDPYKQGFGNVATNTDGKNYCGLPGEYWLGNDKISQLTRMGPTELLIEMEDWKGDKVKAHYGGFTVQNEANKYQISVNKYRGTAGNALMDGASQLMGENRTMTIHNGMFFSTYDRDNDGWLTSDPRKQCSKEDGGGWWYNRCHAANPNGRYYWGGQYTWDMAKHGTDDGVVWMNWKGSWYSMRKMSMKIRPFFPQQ
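assay system = human clot-derived fibrin DD(E) complex | quantity = Fibrin-DD(E) at 2 µM final | timing = 10 min preincubation, 3 h with tracer, room temperature | signal = fluorescence polarization | measure = percent inhibition | benchmarks = high control wells with 10 µM unlabelled Aha-Tn7 peptide (full inhibition) | replicates = singlicate testing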
MBD2 DNA inh: blocks human MBD2 binding to methylated DNA | Q9UBB5 | TR-FRET, MBD2 binding to methylated oligonucleotide | inhibition, % at 4.4 µM | 370,000 tested, 0.31% active | AID 686964; in the data active = inhibition above about 13%
Tn6 DDE FP: DD(E)-Tn6 binding inhibition, primary FP screen | inhibition, % at 8.3 µM | Fibrin DD(E) TRITC-Tn6 fluorescence polarization displacement | 370,000 tested, 0.21% active | AID 720509 | P02675;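 active = inhibition above a per-campaign cutoff: mean of compounds within control limits plus 3 SD, cut at about 15% in these data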;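 also: 0% = median of all compound wells on the plate and 100% = blocking peptide control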
PRMT1 FP inh: blocks human protein arginine methyltransferase 1; recombinant PRMT1, activity-based probe fluorescence polarization; Q99873; AID 652257; 370,000 tested, 1.3% active; inhibition, % at 2.79 µM;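 active = inhibition above about 21% made by adding two undisclosed values, limit read from the data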
TCR CD3 inh: inhibitors of human TCR-CD3 interaction. inhibition, % at 9.4 µM. 360,000 tested, 0.37% active. TAMRA-labeled TCR probe fluorescence, biochemical. AID 651800; in the data active = inhibition above about 19%;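 also: recombinant mutant TCR 2C K166C tagged with TAMRA read by polarization; 0% = receptor in buffer alone and 100% = receptor with positive control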
LEDGF integ inh: blocks HIV-1 LEDGF/p75-dependent DNA integration | AID 743269 | inhibition, % at 3.7 µM | TR-FRET IN-LEDGF/p75 DNA integration, Eu/Cy5 | 370,000 tested, 0.64% active;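 active = inhibition above the screen-wide mean plus 3 SD, cut at about 13% in these data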;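 also: signal is the Cy5 over europium emission ratio at 671 and 618 nm; 0% = plate median of compound wells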
TDP2 absorb: TDP2 (human) inhibition, absorbance primary screen; recombinant TDP2, T5PNP hydrolysis, p-nitrophenol absorbance 415 nm; inhibition, % at 12.8 µM; 370,000 tested, 0.34% active;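 active = inhibition above the mean of all tested compounds plus 3 SD, set per campaign, cut at about 25% in these data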;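 also: 0% = DMSO with enzyme and 100% = buffer with substrate but no TDP2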
Target sequence (O95551 whole entry, looked up): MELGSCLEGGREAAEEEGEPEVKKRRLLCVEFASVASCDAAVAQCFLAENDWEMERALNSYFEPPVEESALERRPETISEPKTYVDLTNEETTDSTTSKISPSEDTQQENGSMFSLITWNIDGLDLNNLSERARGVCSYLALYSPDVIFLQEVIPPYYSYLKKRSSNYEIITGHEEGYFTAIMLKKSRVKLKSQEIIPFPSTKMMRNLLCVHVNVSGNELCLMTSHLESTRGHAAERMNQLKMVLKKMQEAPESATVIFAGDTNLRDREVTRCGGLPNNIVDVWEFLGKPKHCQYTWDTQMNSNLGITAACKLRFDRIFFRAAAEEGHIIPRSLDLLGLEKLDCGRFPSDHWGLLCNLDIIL
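test system = human TDP2 enzyme | input = TDP2 enzyme at 120 nM final | medium = 50 mM Tris-HCl pH 7.5 with Mg2+, KCl, DTT, BSA | also added = T5PNP substrate, 5 mM | times = 2 h at 37 °C | technique = epi absorbance | benchmarks = high control without enzyme, low control DMSO plus TDP2 | replication = each compound tested once, singlicate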
UHRF1 binding: UHRF1 methyl-DNA binding inhibition; Q96T88; UHRF1 binding to methylated oligo, TR-FRET; inhibition, % at 4.4 µM; 370,000 tested, 0.75% active; in the data active = inhibition above about 21%;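 also: UHRF1 SRA domain binding a hemimethylated CpG hairpin DNA probe; 0% = median of test compound wells and 100% = reference inhibitor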
proKLK7 act: activators of human kallikrein-7 zymogen; P49862; purified proKLK7, EDANS-DABCYL substrate fluorescence; 100% is mature enzyme control, 0% vehicle; activation, % at 7 µM; 370,000 tested, 0.9% active; AID 652039;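 active = activation above the mean of all tested compounds plus 3 SD, computed per campaign excluding outliers beyond control limits, cut at about 13% in these data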
An asterisk follows results filed as active; nt = not tested or not shown. Not a hit list. Share with any hit: about 4.6%.

SMILES	SIAE inh	DDE Tn7 FP inh	MBD2 DNA inh	Tn6 DDE FP	PRMT1 FP inh	TCR CD3 inh	LEDGF integ inh	TDP2 absorb	UHRF1 binding	proKLK7 act
CC1CC2c3cccc(C(=O)O)c3C(=O)N2c2ccc(Cl)cc21 (stereo not drawn)	4	4	-1	-1	-4	1	1	-14	1	-0.3
CCCc1cc(=O)n2nc(N3CCC(C(=O)Nc4c(F)c(F)c(F)c(F)c4F)CC3)sc2n1	-7	7	-5	12	-1	0	1	4	-1	0.3
CCc1cc2c(COC(=O)c3c(C)noc3C)cc(=O)oc2cc1O	-3	3	-2	8	-2	3	0	-12	0	1.3
COc1ccccc1NC(=O)Cn1nnc(-c2ccccc2NC(=O)c2cnccn2)n1	-2	-6	0	2	2	10	2	7	13	0.3
CCCCSCc1ccc(C(=O)O)o1	1	10	0	8	-2	6	-3	-9	-2	0.0
Cc1ccc(C(O)(C(=O)NNS(=O)(=O)c2ccc(C)cc2)c2ccc(C)cc2)cc1	6	-2	-3	8	-4	3	-4	1	0	0.1
CC(C)(CO)NC(=O)C(c1ccccc1)c1ccccc1	-1	-4	-2	-3	2	6	5	1	0	-0.1
NC(=O)c1ccc(NC(=O)c2cncn2-c2ccccc2)cc1	-4	-9	3	3	-2	-6	3	4	0	0.2
O=C(Nc1ccc(Oc2cccnc2)cc1)C1CCN(Cc2cc(Cl)ccc2O)CC1	-10	-7	1	-3	-1	4	3	-9	1	0.5
CC1CCN(C(=O)COC(=O)Cn2cnc3c2c(=O)n(C)c(=O)n3C)CC1	-4	0	-1	3	-2	4	3	5	0	0.1
Cc1ccc(CN2CC(=O)N3[C@H]4c5ccccc5OC[C@@H]4[C@H](c4ccccc4)[C@]3(C)C2=O)cc1	-2	-2	-4	-5	-6	-2	0	-5	2	0.8
c1ccc(COc2ccc(CNn3cnnc3)cc2)cc1	-1	6	1	-6	-2	-3	2	7	-4	-0.6
O=C(C1CCN(S(=O)(=O)c2cccnc2)CC1)N1CCN(c2ccc(Cl)cc2)CC1	-9	1	-1	8	2	3	-2	-5	0	0.3
CN(C(=S)Nc1ccc(Oc2ccccc2)cc1)c1ccc(O)cc1	21*	-9	-5	2	11	2	2	7	-7	0.0
O=c1cc(-c2ccccc2)oc2ccc(Br)cc12	-1	-8	1	10	0	-1	0	-1	-2	0.4
O=C(CCC(=O)c1cccs1)OCC(=O)N1CCN(C(=O)c2ccco2)CC1	-2	4	5	2	2	2	1	2	-2	-0.2
COCCSc1ccccc1C(=O)Nc1ccc([N+](=O)[O-])cc1OC	-1	0	-1	3	3	2	-5	-7	-1	-1.0
CCO[C@@H]1OC(C(=O)N2CCOCC2)=C[C@H](c2ccc(C(F)(F)F)cc2)[C@H]1CCCO	-3	9	3	-1	-1	-6	-1	-1	-1	-0.3
COc1ccc(S(=O)(=O)N2CCOCC2)cc1NC(=O)CSc1nnnn1C1CC1	2	5	3	1	1	-8	-3	-1	3	0.3
COc1ccc(Cn2c(NC(=O)c3ccccc3)nc(Cc3ccccc3)c2-c2ccccc2)cc1	2	4	2	-1	-3	nt	6	1	-2	-5.8
CCCCNc1nnc(SCC(=O)c2c[nH]c3ccccc23)s1	-15	-1	0	7	-2	4	-1	0	6	0.0
c1ccc(C2CNCc3c2ccc2ccccc32)cc1 (stereo not drawn)	0	-2	2	-10	2	-1	-4	2	2	0.4
COc1ccc(SC[C@H](Cc2ccccc2)N2CC[C@@H](O)CCC2=O)cc1	-1	-2	1	2	0	7	-1	0	0	-0.1
O=C1C(=O)N(CNc2cccnc2)c2ccccc21	-5	0	0	3	-1	1	0	12	1	0.3
COc1ccc(NS(=O)(=O)c2cc(NC(=O)CNC(=O)c3ccc(C)s3)ccc2Cl)cc1	-49	-7	-2	-21	-1	2	-1	3	-2	0.1
CCc1nc(Nc2cccc(OC)c2)c2oc3ccccc3c2n1	8	2	2	-5	-1	1	5	-3	-2	-0.8
Cn1c(=O)c(Oc2cc(Cl)cc(Cl)c2)nc2ccccc21	-2	2	5	-4	-1	-3	-2	11	0	-0.7
N#C/C=C1/NC(=O)c2ccccc2S1	-1	11	5	-9	19	-7	-2	-5	-1	0.3
COC(=O)c1c(N)c(C#N)c2n1CCCCC2	4	1	2	-2	2	-4	-4	7	10	-0.1
O=C(NCCc1ccccc1)C1CCN(S(=O)(=O)c2cccc3nonc23)CC1	-6	-8	-1	6	-1	-3	1	-7	1	0.6
Cc1c(Cl)cccc1NC(=S)NC(=O)c1cncc(Br)c1	-2	3	-2	2	-8	12	4	-6	0	-0.4
CC(NCc1cccs1)C(=O)Nc1cc(Cl)cc(Cl)c1 (stereo not drawn)	9	1	8	3	0	-3	-1	0	7	0.0
O=C(COc1ccccc1)N1CCN(c2ccccc2)CC1	-2	2	-1	12	0	9	-1	-1	2	0.5
O=CC1=C(N2CCOCC2)/C(=C\c2ccccc2)CC1	2	1	3	7	3	1	0	17	-5	0.0
Cc1ccc(CN(C(=O)c2csnn2)C(C(=O)NC2CCCC2)c2cccnc2)cc1 (stereo not drawn)	6	-5	0	5	1	1	4	8	0	0.4
O=C(OCn1nnc2ccccc2c1=O)C1CCCCC1	-1	12	-1	13	2	4	-1	-1	2	-0.6
Cc1ccc([N+](=O)[O-])cc1NC(=O)CN(C)CCOc1ccccc1	1	3	0	4	-2	-6	3	13	2	-0.5
COc1ccc(-c2cc(C(F)(F)F)n3ncc(C(=O)NCc4ccco4)c3n2)cc1	-4	2	2	-1	-2	0	-5	7	-2	0.1
CN1CCN(c2ccc(S(=O)(=O)N3CCCCC3)cc2NC(=O)c2ccc3ccccc3c2)CC1	4	-1	-3	-4	0	0	-3	4	1	0.1
O=C1NC(=O)C(c2ccccc2)(c2ccc(O)cc2)N1 (stereo not drawn)	-3	-4	-7	-7	4	1	2	9	1	-0.3
CC(OC(=O)C1CC(=O)N(Cc2ccco2)C1)C(=O)Nc1ccc(F)cc1Cl (stereo not drawn)	-1	-8	0	-2	2	-1	2	-10	0	0.2
CC1=NN(C(=O)c2ccc(C)cc2)C(O)(C(F)(F)OC(F)(F)F)C1 (stereo not drawn)	9	-4	0	4	0	2	-2	10	-1	0.8
CCN(CC(=O)NC1CCS(=O)(=O)C1)C(=O)/C=C/c1cccs1 (stereo not drawn)	1	-1	-3	-2	5	-2	-3	2	3	-0.5
O=C1NC(c2ccccc2)C(C(=O)c2cccs2)=C1O (stereo not drawn)	2	-1	3	-2	2	-3	-3	-1	0	-0.5
CCCn1ncc(CN2CCC(n3nccc3NC(=O)c3ccccc3OC)CC2)c1C	-2	2	0	-7	0	8	0	-4	5	0.3
Cc1cnc(C(=O)OCC(=O)NC(C)c2ccccc2)cn1 (stereo not drawn)	3	9	-3	2	0	7	-1	-3	0	-0.1
Cc1ccc(OCC(=O)Nc2ccc3c(c2)C(=O)NC3=O)c(C)c1	2	-3	2	2	1	5	-7	-3	0	-7.4
COc1ccc(CC(=O)Nc2ccc3c(c2)CCC3)cc1OC	0	-2	1	0	-2	0	-1	1	-2	0.6

Structures shown so far containing a COOH group, in the order listed:
SMILES	SIAE inh	DDE Tn7 FP inh	MBD2 DNA inh	Tn6 DDE FP	PRMT1 FP inh	TCR CD3 inh	LEDGF integ inh	TDP2 absorb	UHRF1 binding	proKLK7 act
CC1CC2c3cccc(C(=O)O)c3C(=O)N2c2ccc(Cl)cc21 (stereo not drawn)	4	4	-1	-1	-4	1	1	-14	1	-0.3
CCCCSCc1ccc(C(=O)O)o1	1	10	0	8	-2	6	-3	-9	-2	0.0

The list goes on.
SMILES	SIAE inh	DDE Tn7 FP inh	MBD2 DNA inh	Tn6 DDE FP	PRMT1 FP inh	TCR CD3 inh	LEDGF integ inh	TDP2 absorb	UHRF1 binding	proKLK7 act
O=C(CCSCc1ccccc1Cl)NCc1ccco1	-3	6	1	6	3	-5	-3	1	6	0.5
CC1CCCCC12NC(=O)N(CC(=O)NCCc1ccccc1)C2=O (stereo not drawn)	0	-5	-6	6	0	2	1	-3	1	0.6
COc1ccc2nc(NC(=O)c3cc(S(=O)(=O)N4CCOCC4)ccc3C)sc2c1	0	6	-1	2	1	-4	0	-5	-3	0.5
CCOC(=O)c1c(CN2CCN(C)CC2)oc2ccc(O)cc12	-3	-3	4	-9	2	2	0	10	4	0.2
CNc1cc(N2CCCCCC2)ccc1[N+](=O)[O-]	-2	4	-10	-2	0	-4	-3	-10	-3	-0.4
COc1ccc2c(CC(=O)N3CCN(S(=O)(=O)c4ccc(F)cc4)CC3)coc2c1	-2	-2	73*	-2	-2	-6	8	-11	7	-1.0
O=C(Nc1ccccc1C(=O)Nc1ccccc1)c1ccccc1F	-4	-2	5	-1	3	-2	-1	4	3	0.4
COc1cc(C(=O)NC2CCCCN(Cc3ccc(Cl)cc3)C2=O)cc(OC)c1OC (stereo not drawn)	7	-6	4	-2	2	nt	-1	-3	2	-0.8
Cc1ccc(-c2cc3nc(-c4ccccc4)cc(N4CCC5(CC4)OCCO5)n3n2)cc1	-10	-6	3	-12	-3	-4	3	7	-4	-5.9
CC(C)CNc1cccc2c1S(=O)(=O)N[C@@H](CC(C)C)CO2	6	6	-1	2	-2	8	-3	-6	8	-0.3
CN(c1ccc(F)cc1)S(=O)(=O)c1ccc(Cl)c(C(=O)Nc2ccncc2)c1	3	-6	-2	2	2	-6	0	-3	-1	0.3
CN(C)C(=O)N1CCN(C(=O)c2ccco2)CC1	-8	-2	-7	3	4	4	2	0	1	0.2
O=P(C(=S)Nc1ccccc1Cl)(c1ccccc1)c1ccccc1	2	0	-4	5	-1	-4	5	-1	-2	-0.7
Cc1ccc(S(=O)(=O)N2C[C@H]3C(=O)C[C@@H](c4ccc(Cl)cc4)N(S(=O)(=O)c4ccc(C)cc4)[C@H]3C[C@H]2c2ccc(Cl)cc2)cc1	-32	-2	5	5	-5	5	0	-6	-1	0.1
CCOC(=O)N1CCN(C2OC(=O)c3ccccc32)CC1 (stereo not drawn)	1	3	1	-1	0	2	2	-4	2	-0.7
CC(C)c1ccc(S(=O)(=O)N2CCN(CC(=O)Nc3ccc4c(c3)OCO4)CC2)cc1	4	11	4	-2	1	5	-1	10	8	0.9
N#CC1=C(S)N(c2ccccc2)C2(CCCCC2)NC1=O	10	-3	-1	0	2	-4	-2	15	-3	-0.5
CCN(CC)c1ccc(NC(=O)COc2ccc(-n3cnnn3)cc2)cc1	4	-4	-2	1	-3	-2	2	0	-3	0.7
CCOC(=O)C1=C(COC(=O)/C=C/c2cccc(F)c2)NC(=O)NC1C (stereo not drawn)	-1	-3	1	-3	0	1	-2	9	9	-0.2
CCC(=O)N1CCN=C1SCc1ccccc1Cl	5	4	-2	14	1	7	-1	2	0	-0.2
CC1CCCN1c1ccnc2cc(Cl)ccc12 (stereo not drawn)	-1	3	1	-7	11	-3	-2	-11	6	-0.8
